Bioassay records as filed in PubChem BioAssay.
GLD-1 TGE inh: GLD-1-TGE RNA interaction inhibition (C. elegans); inhibition, % at 5.96 µM; 320,000 tested, 0.44% active; AID 2280; Q17339; purified GLD-1 + fluorescein TGE RNA, fluorescence polarization;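 active = percent inhibition above a per-plate cutoff, the plate mean of test compounds plus 3 SD, cut at about 30% in these data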;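 also: 0% = DMSO wells with GLD-1 and probe and 100% = wells lacking GLD-1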
Target sequence (Q17339 whole entry, looked up): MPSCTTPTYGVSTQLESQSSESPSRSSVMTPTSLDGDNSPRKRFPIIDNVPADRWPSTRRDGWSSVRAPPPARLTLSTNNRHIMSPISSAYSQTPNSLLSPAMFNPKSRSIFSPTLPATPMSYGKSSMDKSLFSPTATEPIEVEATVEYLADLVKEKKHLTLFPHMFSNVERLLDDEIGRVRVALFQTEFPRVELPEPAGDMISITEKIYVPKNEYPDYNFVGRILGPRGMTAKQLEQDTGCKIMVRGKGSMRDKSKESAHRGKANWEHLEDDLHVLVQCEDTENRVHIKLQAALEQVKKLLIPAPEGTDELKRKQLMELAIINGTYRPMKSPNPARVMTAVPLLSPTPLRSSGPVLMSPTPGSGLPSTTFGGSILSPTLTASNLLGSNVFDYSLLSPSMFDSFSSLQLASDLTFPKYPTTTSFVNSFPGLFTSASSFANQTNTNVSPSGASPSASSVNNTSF
Efflux pump inh: inhibitors of Candida antifungal efflux pumps expressed in yeast. inhibition, % at 10 µM. S. cerevisiae Candida pump triplex, Nile Red efflux. AID 485275. 330,000 tested, 0.44% active;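 active = plate passing quality check with inhibition over a set limit, or well fluorescence over plate mean plus 4 SD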;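 also: Nile Red retained in pooled yeast measured as flow cytometry median fluorescence; 0% = buffer negative control and 100% = Enniatin B positive control; higher means more Nile Red kept so more efflux inhibition; some compounds called inactive have numbers as strong as hits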
Fam108B counter: Fam108B inhibition, counter-screen for RBBP9 inhibitors; recombinant Fam108B, FP-Rh probe fluorescence polarization; inhibition, % at 9.51 µM; 300,000 tested, 0.33% active; AID 1947;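 active = inhibition above the screen mean inhibition plus 3 SD, computed separately per campaign, cut at about 18% in these data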;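 also: inhibitors lower polarization as less probe binds the enzyme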
MEX-5 binding: C. elegans MEX-5 TCR-2 RNA binding activity. Q9XUB2. MEX-5/FITC-TCR2 RNA binding, fluorescence polarization; hits give low values. activity score (negative = inhibition of binding), % at 10 µM. 300,000 tested, 0.38% active;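 active = inhibition past about -25% in most replicates, and total fluorescence under double the plate's negative control median, limit read from the data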;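 also: 0% = DMSO and -100% = 5 µM competing unlabeled TCR2 RNA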
MCL1-BIM inh: disrupts human MCL1 binding to BIM-BH3 peptide; Q07820; GST-MCL1 / FITC-Bim-BH3 fluorescence polarization; inhibition, % at 10.9 µM; 320,000 tested, 0.68% active; AID 2057;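 active = inhibition above the mean inhibition of all tested compounds plus 3 SD, set per campaign, cut at about 40% in these data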;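 also: 0% = DMSO wells and 100% = unlabeled Bim-BH3 peptide control; higher means more loss of mP so more displacement of Bim peptide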
Target sequence (Q07820 whole entry, looked up): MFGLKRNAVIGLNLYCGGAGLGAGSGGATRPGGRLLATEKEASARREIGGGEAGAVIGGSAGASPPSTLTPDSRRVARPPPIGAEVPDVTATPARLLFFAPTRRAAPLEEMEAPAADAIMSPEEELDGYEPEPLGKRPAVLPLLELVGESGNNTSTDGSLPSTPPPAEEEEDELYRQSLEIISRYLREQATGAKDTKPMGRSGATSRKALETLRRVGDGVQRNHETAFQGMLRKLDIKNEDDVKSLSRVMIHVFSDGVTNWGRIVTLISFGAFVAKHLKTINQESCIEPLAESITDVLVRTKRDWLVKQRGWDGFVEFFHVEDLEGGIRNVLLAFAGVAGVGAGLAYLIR
PME-1 primary: PME-1 (human) inhibition | recombinant PME-1, FP-Rh probe fluorescence polarization | inhibition, % at 5.9 µM | AID 2130 | 320,000 tested, 0.53% active;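 active = inhibition above the campaign mean of all compounds plus 3 SD, cut at about 26% in these data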;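 also: competitive labeling of PME-1 active site by serine hydrolase directed probe; 0% = PME-1 with DMSO and 100% = wells lacking PME-1 enzyme; inhibitors block probe labeling so polarization falls and inhibition rises; many of its hits are not listed in these tables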
GRK2 inh: blocks RNA aptamer binding to human GRK2 | P25098 | bead flow cytometry, FAM-aptamer displacement from GRK2 | inhibition of aptamer binding, % at 10 µM | 330,000 tested, 0.59% active | AID 488847;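 active = inhibition of aptamer binding above 40%, roughly 3 SD of noise, on plates passing a quality check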;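 also: median bead fluorescence of bound FAM aptamer so fluorescent compounds give negative values; no value below 0 was filed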
VLA-4 inh: inhibition in a human VLA-4 binding assay; VLA-4 expressing cells, ligand binding flow cytometry; 330,000 tested, 0.2% active; P13612; inhibition, % (about 7 µM as worked out from the volumes in the protocol); in the data active = inhibition above about 50%
BCLXL inh: inhibitors of human Bcl-xL; inhibition, % at 10.9 µM; GST-Bcl-xL / FITC-Bim BH3 peptide fluorescence polarization; Q07817; 320,000 tested, 0.7% active;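 active = inhibition above the mean of all tested compounds plus 3 SD, cutoff set per campaign, cut at about 30% in these data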;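 also: 0% = DMSO wells and 100% = unlabeled Bim-BH3 peptide competitor; inhibitors lower millipolarization by displacing the labeled peptide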
* hit, by the source's call; · = not tested or not shown.

#	SMILES	PME-1 primary	MEX-5 binding	GRK2 inh	MCL1-BIM inh	Efflux pump inh	Fam108B counter	GLD-1 TGE inh	BCLXL inh	VLA-4 inh
1	COc1ccc(Br)cc1CNc1ccc(S(N)(=O)=O)cc1	-7	0.7	0	-2	0.1	-2	1	1	14
2	CCc1ccc(S(=O)(=O)NCC(O)COc2ccc(OC)cc2)cc1 (stereo not given)	4	-0.4	3	-4	0.1	1	-2	2	8
3	N#Cc1ccccc1S(=O)(=O)N1CCN(C(=O)C2CCCC2)CC1	3	-1.6	0	2	0.2	-1	1	4	12
4	O=C(Nc1nc2ccccc2[nH]1)c1ccc(S(=O)(=O)N2CCOCC2)cc1	5	2.2	0	-2	0.1	1	4	3	1
5	Cc1ccc(-c2nn3c(-c4ccco4)nnc3c3ccccc23)cc1S(=O)(=O)NCC1CCCO1 (stereo not given)	5	-8.9	0	6	-0.2	-5	4	10	39
6	O=C(NCc1ccc(F)cc1)c1cc(S(=O)(=O)N2CCCCC2)c[nH]1	-1	-0.3	1	4	0.0	2	-1	5	-17
7	CCS(=O)(=O)Nc1cccc(-c2nc3cccnc3s2)c1C	2	1.7	3	1	0.1	-1	5	5	-4
8	CC(=O)c1ccc(S(=O)(=O)N2CCCC2)cc1	7	1.0	0	3	-0.1	3	0	3	-5
9	CCC(C)Cn1c(C(C)O)nc2ccccc21 (stereo not given)	-6	2.2	3	-2	0.0	-1	2	2	5
10	C=C(CC[C@@H](O)C(C)(C)O)[C@H]1CC[C@]2(C)[C@@H]1CCC1[C@@]3(C)CCC(=O)C(C)(C)C3CC[C@]12C (stereo not given in full)	·	·	3	·	0.6	·	4	·	-4
11	COc1ccccc1CN1CC(C(=O)N(Cc2cnn(C)c2)C(C)C)CCC1=O (stereo not given)	5	-1.5	1	2	0.1	0	-1	1	7
12	COc1ccc(C(=O)Cn2cnc3ccccc3c2=O)c(OC)c1	·	-0.2	0	·	1.7	·	·	·	5
13	O=C(c1cccc([N+](=O)[O-])c1)N1CCN(c2ncccn2)CC1	8	1.3	0	-3	-0.3	-4	4	2	-1
14	Cc1c(C(=O)N2CCCC2)nnn1-c1nonc1N	-5	-1.0	2	-2	0.1	-6	2	3	1
15	CCCn1nc(C(=O)NC2CCCc3ccccc32)c2ccccc2c1=O (stereo not given)	1	0.8	2	0	1.7	-2	3	5	12
16	O=C1CC(c2ccccc2)CC(O)=C1C=NCCc1ccccc1 (stereo not given)	-4	0.7	1	1	0.0	-2	-6	-3	7
17	CSc1ncccc1C(=O)OCn1nnc2ccccc2c1=O	2	3.2	0	-4	0.0	-4	2	3	-2
18	COc1ccc2c(-c3ccccc3)cc(SC(C)C(N)=O)nc2c1 (stereo not given)	-4	1.0	0	-1	0.2	-3	-6	-3	7
19	C=CCn1c(SCC(=O)N(CC)C2CCS(=O)(=O)C2)nc2sc3c(c2c1=O)CCC3 (stereo not given)	-4	·	0	2	-0.1	·	1	6	11
20	Cn1c(Cl)c(/C=N/OC(=O)c2ccccc2Cl)c2ccccc21	-4	1.3	3	2	0.2	-6	2	0	15
21	Cc1cc(C)nc(N/N=C/c2c(CO)cnc(C)c2O)n1	-3	-12	0	-1	0.1	0	0	1	8
22	COc1ccc(/C(O)=C2/C(=O)C(=O)N(c3ccccn3)C2c2cccc(Cl)c2)cc1 (stereo not given)	-9	-1.1	1	1	-0.3	1	2	3	12
23	CC(C)[C@@H]1COC(c2cccc(C3=N[C@H](C(C)C)CO3)c2)=N1	5	0.5	2	0	0.2	1	0	0	10
24	CN(CCc1cnn(C)c1)Cc1nc(CC2CC2)no1	1	-1.1	0	0	0.0	-1	3	7	-2
25	O=C(O)c1cc(Cl)c2c(c1)[C@@H]1C=CC[C@@H]1[C@H](c1ccc(S(=O)(=O)N3CCOCC3)cc1)N2	0	-26*	4	48*	0.1	1	15	40*	-2
26	COC(=O)c1sc2ccccc2c1NC(=O)c1ccc(S(=O)(=O)N2CCCCC2C)cc1 (stereo not given)	-10	4.2	1	3	-0.1	-13	0	4	-44
27	O=C(c1noc2c1CCCC2)N1CCc2ccccc2C1	-5	0.1	0	-3	0.1	1	-6	2	10
28	O=C(Cc1ccccc1)NCC(=O)Nc1ccccc1Br	6	0.5	0	7	0.0	4	-5	7	9
29	O=C(Cn1cc([N+](=O)[O-])cn1)Nc1nccs1	1	3.1	0	5	-0.2	1	1	3	2
30	COc1ccc(-c2noc(N3CCC(C(=O)NCCCN4CCCCC4)CC3)n2)cc1	2	-0.2	0	1	0.0	-3	-6	3	15
31	COC(=O)[C@@H]1C[C@@]2(O)[C@@H](O)[C@@H](O)[C@@H](O)C[C@H]2N1C/C=C/c1ccccc1	2	-1.4	1	2	0.0	-6	-3	3	-6
32	COc1ccc(CNC(=O)c2csnn2)cc1	1	0.3	4	0	-0.1	-1	-2	3	7
33	CN(Cc1ccc(Cl)c(Cl)c1)C(=O)C1CSC2(C)CCC(=O)N12 (stereo not given)	0	·	0	-1	0.0	·	6	-3	17
34	O=C(CN1C(=O)c2ccccc2C1=O)OCc1nc2ccsc2c(=O)[nH]1	0	·	0	1	-0.1	·	2	0	-1
35	CCCOc1ccc(-c2c(C(=O)N/N=C/c3ccco3)nnn2-c2nonc2N)cc1	-2	2.2	0	1	0.1	0	3	2	18
36	FC(F)(F)c1cc(CCN2CCNC[C@@H]2CC2CCCCC2)cc(C(F)(F)F)c1	·	·	0	·	0.4	·	7	·	17
37	CCOc1ccccc1NC(=O)COc1ccc2ccc(=O)oc2c1	-2	0.2	1	-3	0.2	-1	11	1	-7
38	Cc1ccc(N=Nc2ccc(O)cc2)c(Br)c1	13	-2.4	0	1	0.3	12	1	-1	16
39	CCCCC(=O)Nc1cc(NC(=O)CCCC)cc(C(=O)O)c1	1	-2.1	2	5	-0.1	-2	8	4	-5
40	CCc1nnc(NC(=O)CSc2nnc3scc(-c4ccc(C)cc4)n23)s1	5	-1.8	2	2	0.2	2	5	5	-2
41	O=C(NCC(=O)N1CCN(c2ncccn2)CC1)c1ccccc1OC(F)F	·	·	0	·	0.0	·	-8	·	-12
42	O=C(Nc1ccc(C(=O)N2CCCC2)cc1)c1ccccc1Br	3	-3.4	0	5	1.2	0	5	5	-3
43	COc1cccc(NC(=O)CCCCCn2nnc3ccccc3c2=O)c1	-5	-1.9	0	-5	0.2	0	-1	-2	28
44	COCCNc1cc(C)nc2ccccc12	0	0.5	5	-20	0.0	-7	-15	-15	2
45	CC(=O)c1c(C)[nH]c(C(=O)OCC(=O)N2CCc3ccccc3C2)c1C	1	·	2	8	0.0	·	3	6	0
46	CCOC(=O)Cc1cc(=O)n2[nH]c(C)c(C#N)c2n1	4	-0.6	0	-5	0.1	0	-9	1	0
47	[O-][n+]1c2c(nn1-c1ccccc1)/C(=N/O)CCC2	-3	-2.3	0	6	-0.1	2	-10	-4	-6
48	C=CCn1c(C(C)NC(=O)c2ccc(C)cc2)n[nH]c1=S (stereo not given)	-4	1.8	3	-11	0.1	0	1	-2	16
49	NS(=O)(=O)c1ccc(CCNC(=O)CNC(=O)COc2ccccc2)cc1	-1	-0.5	0	3	0.6	-2	-2	-1	2
50	COc1cccc(NC(=O)CN2C(=O)NC(C)(CC(C)C)C2=O)c1 (stereo not given)	-2	-1.9	0	5	-0.1	4	-3	2	-7
51	COc1ccc(N2CCCC2=N)c(OC)c1	-6	-0.3	0	8	0.0	9	5	5	2
52	COc1ccc(CC(=O)NNC(=O)c2cccnc2)cc1OC	3	1.0	1	13	0.1	-1	8	2	3
53	Cc1ccc(OCC(=O)Nc2ccc(N3CCN(S(C)(=O)=O)CC3)cc2)c(C)c1	-5	·	0	-2	-0.1	7	-2	-1	-8
54	CC(=O)NC(Cc1ccc(C)cc1)C(=O)NC1CCN(C(=O)c2cnccn2)CC1 (stereo not given)	0	-1.2	1	-3	-0.1	-2	4	3	10
55	CCOC(=O)c1ccc(N2C(=O)CC(N3CCC(O)(c4ccc(Cl)cc4)CC3)C2=O)cc1 (stereo not given)	-2	0.5	0	5	0.2	-1	0	1	10
56	Cc1cc(NCCOCCO)n2c(nc3ccccc32)c1C#N	-1	0.4	2	6	0.0	2	-1	5	-6
57	COc1ccc(S(=O)(=O)N2CCCC(C(=O)N3CCCCCC3)C2)cc1 (stereo not given)	-8	-0.1	2	3	0.1	-1	2	-3	3
58	O=c1[nH]c(-c2ccccn2)nc2ccccc12	6	-2.3	0	4	-0.2	5	5	-2	-7
59	Cc1ccc(C)c(NC(=S)NCCSc2ccc(Cl)cc2)c1	3	-1.7	0	9	0.1	-3	7	0	-10
60	Cc1nn(-c2ccccc2)c(C)c1/C=C/C(=O)OCC(=O)NC1CCS(=O)(=O)C1 (stereo not given)	-4	1.5	0	0	-0.3	1	-8	-8	0

The list goes on.
#	SMILES	PME-1 primary	MEX-5 binding	GRK2 inh	MCL1-BIM inh	Efflux pump inh	Fam108B counter	GLD-1 TGE inh	BCLXL inh	VLA-4 inh
61	N#Cc1ccc(Cn2c(-c3ccc(F)cc3)noc2=O)cc1	-7	3.3	0	9	0.0	2	8	0	-6
62	COc1ccc(S(=O)(=O)N2CCC(C(=O)NCCC3=CCCCC3)CC2)cc1OC	2	-2.5	1	4	-0.1	3	-1	3	-5
63	Cc1ccc(N(C)S(=O)(=O)c2cccc(C(=O)NC3CC(C)(C)NC(C)(C)C3)c2)cc1	-9	2.1	0	1	0.0	1	-1	1	10
64	Cc1c(Cl)cnc(NC(=O)COC(=O)[C@H](C)NC(=O)c2ccccc2)c1Cl	1	·	0	46*	0.1	·	16	32*	2
65	CCOc1ccc2nc3ccc4[nH]onc4c3c2c1	7	-0.9	2	1	0.1	7	-4	7	9

These rows are one share of the data, so the mix of outcomes need not match the whole.
